# Compound activity: PubChem BioAssay, several laboratories
# phage Ecoli inh – growth loss of phage-infected E. coli, primary screen, RecBCD inhibitor project, absorbance, with phage, HTS | inhibition, % at 11.9 µM | actives 0.26% (n = 360,000) | AID 651602, 2012; in the data active = inhibition above about 11%
# HTR5A inv ag – HTR5A inverse agonists in luminescence cell assay, primary screen, counter-screen for OPRM1-OPRD1 heterodimer inverse agonist project, full-deck HTS; 5-hydroxytryptamine receptor 5A (Homo sapiens), P47898; HTR5A cell line, inverse agonism; inhibition, % at 9.3 µM; actives 0.083% (n = 340,000); AID 504634, 2011; in the data active = inhibition mostly above about 23%, no sharp cut-off; inactive = mostly below about 18%;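 note: 0% = cells with DMSO and 100% = no-cell wells with DMSO; some compounds called inactive have numbers as strong as hits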
# Target sequence (P47898 whole entry, looked up): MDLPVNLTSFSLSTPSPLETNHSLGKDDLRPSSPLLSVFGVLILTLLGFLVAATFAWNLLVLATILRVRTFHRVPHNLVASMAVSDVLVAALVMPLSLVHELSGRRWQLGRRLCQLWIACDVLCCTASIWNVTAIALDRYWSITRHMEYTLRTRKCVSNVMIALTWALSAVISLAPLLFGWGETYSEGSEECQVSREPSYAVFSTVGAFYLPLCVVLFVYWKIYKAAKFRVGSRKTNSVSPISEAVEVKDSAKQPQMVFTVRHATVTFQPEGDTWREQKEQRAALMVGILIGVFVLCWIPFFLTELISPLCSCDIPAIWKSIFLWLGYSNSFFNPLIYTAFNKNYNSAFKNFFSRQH
# SUMO Mot1 rescue – yeast Mot1-301 growth rescue at high temperature, primary screen, SUMOylation pathway inhibitor project, S. cerevisiae, ATP luminescence, 38.5C; actives 1% (n = 320,000); S. cerevisiae Mot1-301 growth rescue; percent above DMSO median, 100 means doubled; growth rescue, % at 18.8 µM;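 active = every valid replicate shows activation above 250% relative to neutral control wells; inactive = the rest, any valid replicate at or below 250%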;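 note: OY570 slx delta 5 strain wells were the positive control but not used for scaling; some compounds called inactive have numbers as strong as hits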
# PKA-R1A act – activators of PKA-R1A holoenzyme, primary screen, biochemical, fluorescence polarization, Cy5-IP20, bovine R1A, mouse PKAc; actives 0.083% (n = 340,000); activation, % at 11.4 µM; cAMP-dependent protein kinase type I-alpha regulatory subunit (Bos taurus) + …; AID 504707, 2011; PKA-R1A dissociation; scaled: DMSO 0%, 113 µM cGMP 100%;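 active = percent activation above the mean of all tested compounds plus 3 SD, cut at about 19% in these data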;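 note: higher means more PKAc released from R1A so a rise in polarization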
# Tat export inh – E. coli Tat export inhibitors, primary screen, MC4100, TorA-mCherry reporter, fluorescence, single point. actives 0.036% (n = 340,000). inhibition, % at 10 µM;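 active = mean replicate inhibition at least 50% and at least half of replicates individually reaching 50%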;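 note: exported cargo escapes ClpAP degradation while cytoplasmic cargo is degraded and loses fluorescence; 0% = median of neutral control wells and 100% = median of NaSCN control wells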
# Ecoli viability – E. coli V3065 growth inhibition, primary screen, counter-screen for AddAB inhibitor project, absorbance, OD600; 18 h; inhibition, % at 11.9 µM; actives 0.27% (n = 330,000); AID 449728, 2010;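 active = inhibition above the campaign's mean inhibition across all tested compounds plus 3 SD, cut at about 9.9% in these data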;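 note: uninfected addAB+ strain grown without phage in ampicillin broth; 0% = DMSO wells and 100% = ciprofloxacin 0.95 µg/ml wells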
# CDK5 inh – inhibitors of human CDK5/p35 kinase, primary screen, biochemical, single concentration; Cyclin-dependent kinase 5 (Homo sapiens) + Cyclin-dependent kinase 5 activator 1 (Homo …; Recombinant CDK5/p35, ADP-Glo luminescence, 60 min; inhibition, % at 10 µM; actives 0.01% (n = 330,000); AID 488839, 2010;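 active = highest replicate inhibition of at least 50% and at least 75% of replicates reaching 50%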;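 note: plate controls were DMSO neutral control for no effect and GW8510 at 10 µM for full effect; many of its hits are not listed in these tables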
# AddAB inh – growth inhibition of E. coli expressing H. pylori AddAB, primary screen, AddAB inhibitor project, absorbance | actives 0.29% (n = 330,000) | inhibition, % at 11.9 µM; in the data active = inhibition above about 12%;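 note: 0% = vehicle wells of infected cells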
# DAGLB inh – DAGLB lipase inhibitors, primary screen, biochemical, fluorescence, HTS; Diacylglycerol lipase-beta (Homo sapiens), Q8NCG7; HEK293T DAGLB membrane lysate, EnzChek fluorogenic substrate; inhibition, % at 5.17 µM; actives 0.059% (n = 340,000); AID 504411, 2011; in the data active = inhibition above about 34%;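 note: 0% = enzyme with vehicle and 100% = wells lacking enzyme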
# HTR5A ag – HTR5A agonists in luminescence cell assay, primary screen, counter-screen for OPRM1-OPRD1 heterodimer agonist project, full-deck HTS. cell-based. 5-hydroxytryptamine receptor 5A (Homo sapiens), P47898. AID 504692, 2011. activation, % at 9.3 µM. actives 0.61% (n = 340,000); in the data active = activation mostly above about 9.5%, no sharp cut-off; inactive = mostly below about 7.6%;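 note: 0% = cells with vehicle only and 100% = reference agonist; strong numbers were not always called active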
# PKA-R2B act – activators of PKA-R2B holoenzyme, primary screen, biochemical, fluorescence polarization, Cy5-IP20, human; cAMP-dependent protein kinase catalytic subunit beta (Homo sapiens) + cAMP-dependent …; activation, % at 11.4 µM; actives 0.079% (n = 340,000); PKA-R2B holoenzyme dissociation; R2B truncated from residue 108, S112A mutant; 0% DMSO only, 100% 113 µM cGMP;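 active = activation above a cutoff set at the mean over all compounds plus 3 SD, cut at about 18% in these data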;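 note: higher means more holoenzyme dissociation and a rise in polarization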
# Target sequence (P31323 whole entry, looked up, other chains not shown, the tested form may be a part): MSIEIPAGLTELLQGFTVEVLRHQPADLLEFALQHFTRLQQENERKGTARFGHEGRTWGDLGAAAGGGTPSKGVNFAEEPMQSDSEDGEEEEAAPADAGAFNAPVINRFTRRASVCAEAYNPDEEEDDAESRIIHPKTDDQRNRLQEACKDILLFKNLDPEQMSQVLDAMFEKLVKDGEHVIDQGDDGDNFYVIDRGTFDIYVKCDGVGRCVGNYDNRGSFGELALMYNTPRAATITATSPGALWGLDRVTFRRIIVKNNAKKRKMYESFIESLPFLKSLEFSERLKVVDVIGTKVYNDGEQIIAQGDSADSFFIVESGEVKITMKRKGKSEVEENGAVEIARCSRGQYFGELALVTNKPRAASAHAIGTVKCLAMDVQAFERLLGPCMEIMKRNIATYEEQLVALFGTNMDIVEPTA
# * marks the source's active call; other numbers are inactive results; / = no result given. Rows were taken by chance; 2.3% or so of the library scored in one or more.
SMILES,phage Ecoli inh,HTR5A inv ag,SUMO Mot1 rescue,PKA-R1A act,Tat export inh,Ecoli viability,CDK5 inh,AddAB inh,DAGLB inh,HTR5A ag,PKA-R2B act
O=C(COC(=O)CCC(=O)c1ccc(F)cc1)NCc1ccc(Cl)cc1,1.8,6,17,-7,1,-1.9,-0.7,0.7,-4,-1,-12
O=C(Cn1cc([N+](=O)[O-])cn1)Nc1ccn(Cc2c(F)c(F)cc(F)c2F)n1,1.0,6,1,-10,1,-0.4,1.2,1.6,0,-5,12
COc1ccc(N2CCN(c3ncccc3C#N)CC2)cc1,4.1,0,-6,2,0,-0.8,0.2,1.0,0,-2,-2
CCN1CCN(c2c(C=O)c(Cl)nc3ccc(OC)cc23)CC1,0.2,12,16,-9,0,-1.3,1.3,0.5,0,-3,-7
COc1ccc(CNC(=O)COc2cc(=O)n(C)c3ccccc23)cc1,3.8,8,19,3,9,-3.5,-7.7,1.7,-1,-3,8
CCn1cc(C(=O)NNC(=O)c2ccc(Cl)cc2)c(=O)c2ccc(C)nc21,/,-9,-6,2,0,1.0,0.5,1.8,0,4,3
O=C(Nc1cccc(NC(=O)c2ccc(Cl)cc2Cl)c1)c1cccnc1,2.9,-13,-6,-6,5,0.4,-1.2,2.8,-1,4,-6
CCOc1ccc(/C=C2\SC(=O)N(CCNC(=O)C3COc4ccccc4O3)C2=O)cc1OC (stereo unspecified),2.6,-5,25,-1,3,-1.6,-1.2,2.0,-1,-1,0
COc1ccc(-c2[nH]nc3c2C(c2ccsc2)C(C#N)=C(N)O3)cc1 (stereo unspecified),1.6,4,8,-9,7,-1.6,1.6,-2.0,1,2,-3
O=C(COC(=O)Cc1cccc(C(F)(F)F)c1)Nc1ccccc1,2.4,8,-16,-5,4,0.8,0.4,2.7,-3,-2,-5
Cc1[nH]oc(=O)c1N=Nc1ccccc1,-0.7,-13,465*,-3,-4,-2.4,-2.2,-0.2,-7,5,-14
O=C(O)c1ccc(-n2cccc2/C=C2/NC(=O)N(c3cccc(Cl)c3)C2=O)cc1,1.7,-2,/,-10,-4,/,0.2,/,7,1,9
COc1ccc(OC)c(NC(=O)C2CCCN2C(=O)C2CCC(C)CC2)c1 (stereo unspecified),-0.5,-22,18,-8,1,-1.2,0.6,2.2,0,8,-12
Cc1ccc(CSCCNC(=O)/C=C/c2ccc(Cl)cc2)cc1,1.4,11,6,-6,-2,-2.1,-2.0,-2.9,-3,-4,0
COc1ccc(S(=O)(=O)O)cc1P(=O)(c1ccccc1)c1ccccc1,1.7,-28,0,-9,5,-2.8,0.3,-0.7,2,7,4
Cn1c(=O)[nH]c(=O)c2c1nc(N1CCOCC1)n2CCCSc1ncccn1,1.0,-28,-5,-3,-5,2.5,0.1,-0.7,3,10,-4
FC(F)(F)c1cccc(NC(=S)NCc2ccccc2)c1,12*,11,3,-9,0,6.5,0.9,9.2,-7,-4,-18
O=C(c1ccccc1Br)N1N=C(c2ccccc2)CC1c1ccccc1F (stereo unspecified),2.6,-22,39,1,4,-0.2,-0.5,3.9,-10,6,-15
COc1cccc(NC(=O)CSc2nnc(CNC(=O)c3ccco3)n2C)c1,1.2,-16,-1,-7,-5,2.3,-1.8,0.9,-2,6,-4
Cc1ccc(NC(=O)COc2cccnc2[N+](=O)[O-])cc1S(=O)(=O)N1CCOCC1,0.9,4,0,-9,-9,-0.1,1.9,1.7,-2,-2,-3
COc1ccc(/C=C2/N=C(SC)NC2=O)cc1OC,0.1,-13,-8,-2,-3,-0.3,1.7,-1.4,1,-4,-4
CC1CCCN(C(=O)CSc2nnc(-c3c[nH]c4ccccc34)o2)C1 (stereo unspecified),1.4,-20,-8,2,2,-2.1,-1.2,-0.5,-3,-7,-4
COC(=O)C1=C(C)N(Cc2ccccc2)C(=S)N[C@H]1c1cccc(F)c1,1.6,-11,584*,-8,-3,0.5,-0.5,4.2,-3,4,-4
Cc1cc(C)c(NC(=O)C2CCCN2CCOC(=O)c2cccc([N+](=O)[O-])c2)c(C)c1 (stereo unspecified),4.5,-17,-17,5,-6,-4.0,1.1,0.8,-3,2,-5
CSc1ccccc1-c1nnc(-c2ccc(Cl)cc2Cl)o1,3.6,-18,-27,-8,1,1.0,-0.3,1.5,-3,7,6
Cc1nn(-c2ccccc2)c(C)c1NC(=O)COC(=O)c1ccc(Cl)c(N)c1,4.6,-10,2,0,4,-0.4,-0.6,1.2,0,3,1
Cc1ccc(NC(=O)C(SCC(=O)O)c2ccccc2)cc1C (stereo unspecified),1.3,-3,47,-4,-6,-4.4,/,0.0,1,0,-9
CCOc1ccc(N2C(=O)CC(SC(=NC)Nc3cccc(OC)c3)C2=O)cc1 (stereo unspecified),-0.8,13,285,3,9,1.2,2.1,1.6,-4,0,0
COc1cc(-c2nc3ccc(C)cn3c2NCc2ccccc2)ccc1SC1CCCCC1,2.7,-10,-22,11,4,0.3,-0.8,2.6,-7,0,-12
O=C(COC(=O)c1ccc(Cl)nc1)NC1CCCCCC1,6.3,-25,2,0,2,-1.2,1.9,-0.3,1,9,-10
C=CCn1c(NCc2ccc3c(c2)OCO3)nc2ccccc21,4.5,-9,-4,-2,1,1.9,0.8,3.9,-6,4,-4
COc1ccc(-c2cc(NC(=O)c3cncn3-c3ccccc3)ccc2OC)cc1,1.0,-3,-3,1,1,-2.2,-1.1,1.1,-2,0,-16
Cc1nn2c(N3CCOCC3)cc(C(C)C)nc2c1-c1ccccc1,1.7,3,10,5,0,0.3,0.7,-1.8,-2,-1,-7
CN(C)c1ccc(/C=N/N2CCN(Cc3ccccc3Cl)CC2)cc1,-0.9,15,9,-2,5,-0.2,1.2,1.6,-5,-3,1
CCc1ccc(-c2cn3nc(-c4ccccc4)cnc3n2)cc1,1.3,-22,-11,3,-6,1.2,0.2,4.8,-2,-5,-2
CC1CC(=O)N(Cc2ccccc2)c2ccccc2N1C=O (stereo unspecified),1.2,-9,-25,-2,-6,3.0,-0.6,1.9,0,2,8
Cc1cc(C)c(OCC(=O)OCC(=O)N2CCN(C(=O)c3ccco3)CC2)c(C)c1,3.3,2,3,-3,-3,-2.2,1.3,-0.5,0,4,-2
O=C(N/N=C/c1cccc(Oc2ccc([N+](=O)[O-])cc2[N+](=O)[O-])c1)c1cncc(Br)c1,0.8,13,-1,4,-3,-2.5,-0.9,-1.6,-6,0,-7
CCOC(=O)N1CCN(Cc2nc3c(c(=O)n(C)c(=O)n3C)n2Cc2cccc3ccccc23)CC1,3.3,-30,-1,-9,8,-2.9,-0.6,-3.0,-2,-8,-12
Nc1nnc(SCC(=O)Nc2ccccc2)s1,1.0,6,34,-7,6,-3.7,0.2,-0.8,0,-2,6
COc1ccc(S(=O)(=O)N2CCOCC2)cc1NC(=O)COc1cccnc1[N+](=O)[O-],2.5,18,198,13,-5,0.6,-0.8,0.7,-5,1,-6
CCOC(=O)c1c(N)sc2c1C1CCN2CC1,2.7,-20,1,-6,2,0.4,0.6,1.4,3,-2,7
CC1CCCN(CC(=O)NNC(=O)COc2ccc(Br)cc2)C1 (stereo unspecified),2.4,4,-13,0,0,-1.9,1.1,0.0,1,-2,6
C[C@@H](NC(=O)c1[nH]cnc1C(=O)Nc1cccc(Cl)c1)c1ccccc1,-1.1,10,-18,-1,6,-0.6,0.6,0.3,-5,2,-5
CCN(C[C@H]1N[C@@](Cc2ccccc2)(C(=O)OC)[C@H]2C(=O)N(C)C(=O)[C@@H]12)S(=O)(=O)c1ccc(C(F)(F)F)cc1,0.2,-1,-12,-6,-2,-0.9,-0.7,0.8,-4,0,15
COc1ccc(S(=O)(=O)Nc2cc3c4c(c2)CCC(=O)N4CCC3)cc1C,0.9,-23,22,-6,-4,-1.0,0.2,1.8,0,8,-10
CCCCC(=O)N/N=C(/C)C1=C(C)C(C)(C)OC1=O,1.6,-23,17,1,-11,0.4,-1.4,3.1,-1,2,6
Cc1ccc(NC(=O)C2=CC=CN3CCS(=O)(=O)N=C23)cc1,0.1,0,-19,-1,3,1.6,-0.2,-2.9,2,0,-5
CCc1c(C)nc2ncnn2c1N1CCCC(C(=O)Nc2cc(F)ccc2C)C1 (stereo unspecified),1.3,-6,-1,-10,-6,0.9,-0.5,3.7,-4,2,-13
CC(=O)c1ccc(S(=O)(=O)N2CCN(C)CC2)cc1,1.2,-10,-6,6,-1,0.2,1.5,5.5,0,3,-8

# Part of the list above in order of formula weight, rising.
SMILES,phage Ecoli inh,HTR5A inv ag,SUMO Mot1 rescue,PKA-R1A act,Tat export inh,Ecoli viability,CDK5 inh,AddAB inh,DAGLB inh,HTR5A ag,PKA-R2B act
CCOC(=O)c1c(N)sc2c1C1CCN2CC1,2.7,-20,1,-6,2,0.4,0.6,1.4,3,-2,7
Nc1nnc(SCC(=O)Nc2ccccc2)s1,1.0,6,34,-7,6,-3.7,0.2,-0.8,0,-2,6
CC(=O)c1ccc(S(=O)(=O)N2CCN(C)CC2)cc1,1.2,-10,-6,6,-1,0.2,1.5,5.5,0,3,-8
Cc1ccc(NC(=O)C2=CC=CN3CCS(=O)(=O)N=C23)cc1,0.1,0,-19,-1,3,1.6,-0.2,-2.9,2,0,-5
CC1CCCN(CC(=O)NNC(=O)COc2ccc(Br)cc2)C1 (stereo unspecified),2.4,4,-13,0,0,-1.9,1.1,0.0,1,-2,6
COc1ccc(S(=O)(=O)Nc2cc3c4c(c2)CCC(=O)N4CCC3)cc1C,0.9,-23,22,-6,-4,-1.0,0.2,1.8,0,8,-10
CCc1c(C)nc2ncnn2c1N1CCCC(C(=O)Nc2cc(F)ccc2C)C1 (stereo unspecified),1.3,-6,-1,-10,-6,0.9,-0.5,3.7,-4,2,-13
COc1ccc(S(=O)(=O)N2CCOCC2)cc1NC(=O)COc1cccnc1[N+](=O)[O-],2.5,18,198,13,-5,0.6,-0.8,0.7,-5,1,-6
CCOC(=O)N1CCN(Cc2nc3c(c(=O)n(C)c(=O)n3C)n2Cc2cccc3ccccc23)CC1,3.3,-30,-1,-9,8,-2.9,-0.6,-3.0,-2,-8,-12
